Screens: PubChem BioAssay, National Center for Advancing Translational Sciences (NCATS)
PI5P4K alpha inh = PI5P4K alpha (human) kinase inhibition; 330,000 tested, 1.2% active; P48426; AID 652105; PI5P4Kalpha enzyme, ADP-Glo luminescence, 60 min; active compounds read low; max response, %; active = max response of -50% or lower; inconclusive = between -30% and -50%; inactive = -30% or higher; also: value at the top dose of about 77 µM; % is scaled to controls: 0 for no effect and ±100 for the full control effect
Target sequence (P48426 whole entry, looked up): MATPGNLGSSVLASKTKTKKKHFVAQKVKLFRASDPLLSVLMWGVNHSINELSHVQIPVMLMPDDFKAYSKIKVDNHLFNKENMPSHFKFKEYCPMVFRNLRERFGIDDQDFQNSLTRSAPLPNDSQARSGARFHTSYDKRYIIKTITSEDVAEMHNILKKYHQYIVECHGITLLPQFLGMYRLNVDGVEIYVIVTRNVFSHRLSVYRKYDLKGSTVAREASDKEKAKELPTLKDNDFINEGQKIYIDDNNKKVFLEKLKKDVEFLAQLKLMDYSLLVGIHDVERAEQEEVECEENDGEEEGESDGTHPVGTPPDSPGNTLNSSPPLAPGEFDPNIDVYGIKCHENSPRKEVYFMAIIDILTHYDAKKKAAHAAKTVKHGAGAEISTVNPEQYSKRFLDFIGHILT
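Quantitative HTS of the MLSMR library against PI5P4Kalpha with substrate. ATP added last at 5 microM final; room temperature, 60 minutes. Remaining ATP depleted, ADP converted and read as luminescence.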
GLP1R ag = agonists of human GLP-1 receptor; P43220; HEK293 GLP-1R CRE-luciferase, luminescence, 4-6 h; cells express a hypersensitive GLP-1R form; Potency, µM (series often up to 45.6 µM), inactives show at the top dose activation, actives largely listed as activators; 380,000 tested, 0.007% active; also: potency is read from the fitted curve at half-maximal effect; % of control where 0% means no effect
IL2 activator = activators of IL-2. AID 652025. 360,000 tested, 0.065% active. activation, % (series mostly up to about 46 µM). IL-2 activation reporter assay, cell-based qHTS; stimulated with anti-CD3/CD4/CD28 beads; in transgenic mouse T cells; in the data active = activation above about 50%; inconclusive = mostly about 30% to 49%; also: 0% is about no effect
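Screening format: compound pinned onto unstimulated transgenic mouse T cells, 60 min incubation, then anti-CD3/anti-CD4/anti-CD28 bead stimulation for 18 hours at 37 degrees C, followed by EGFP and DsRed detection.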
EPAC1 ag = EPAC1 (human) agonism; AID 720707; 360,000 tested, 0.073% active; Potency, µM (doses to about 154 µM), inactives show at the highest dose activation, actives largely listed as activators; EPAC1 agonist qHTS, biochemical assay; response scale: 100% = response to 6.5 mM cAMP; also: potency is read from the fitted curve at half-maximal effect; nearly all actives have a fitted effect of over 60% in size
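Read-out is the fluorescence drop as BODIPY-GDP leaves Rap1B (480 nm excitation, 540 nm emission), recorded every 5 minutes over 30 minutes. Reactions held 100 nM EPAC1, 250 nM Rap1B–BODIPY-GDP and 50 uM GDP, with 6.5 mM cAMP setting full activation.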
PTHR1 agonist = PTHR1 (human) receptor agonism. Q03431. HEK293 GP2 PTHR1 cells, GloSensor cAMP luminescence, 1 h. Potency, µM (top dose mostly 115 µM), inactives show at the top dose activation, most hits filed as activators. 410,000 tested, 0.075% active. AID 743266; also: potency is read from the fitted curve at half-maximal effect; nearly all actives have a fitted effect of over 55% in size; some results filed as inactive show a strong effect at the top dose; inactives centre near -15; many of its hits are not listed in these tables
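HEK-293-derived GP2 cells expressing PTHR1 and a GloSensor cAMP reporter, 3,000/well, plated overnight, given luciferin plus IBMX (each 0.5 mM as added) for 1 h at 37 °C, then compound for 1 h at 37 °C. Luminescence was read after 15 min at room temperature.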
HEK293 tox = cytotoxic in the GLP-1 receptor inverse agonist counter-screen; HEK293 cAMP-luciferase reporter cells, luminescence, 24 h; Potency, µM (series often up to 38.3 µM), for the others: top-dose activity change, negative = inhibition, usual class: inhibitors; 410,000 tested, 0.13% active;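 also: loss of luciferase light is scored as toxicity; potency is read from the fitted curve at half-maximal effect; % is scaled to controls: 0 for no effect and ±100 for the full control effect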
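Quantitative HTS format, 1536 wells, 200 cells/uL seeded. Compounds: 23 nL, 24 h, 37 °C. Detection: luciferase reagent, luminescence at 12 min RT; decreased signal taken as cytotoxic.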
EPAC1 antagonist = antagonists of human EPAC1; O95398; EPAC1 GEF assay, Rap1b-BODIPY-GDP exchange fluorescence; Potency, µM (highest dose often 115 µM), inactives show at the highest dose activity change, negative = inhibition, hits mostly inhibitors; 360,000 tested, 0.14% active; AID 720709;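 also: potency is read from the fitted curve at half-maximal effect; plate controls were vehicle for no effect and positive control for full effect; nearly all actives have a fitted effect of over 50% in size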
PLK1 PBD inh = blocks phosphopeptide binding to human PLK1 polo-box domain | Plk1 PBD binding of FITC phosphopeptide, fluorescence polarization | Potency, µM, inactives show max response, negative = inhibition, most hits filed as inhibitors | 360,000 tested, 2.8% active | AID 720504; also: potency is read from the fitted curve at half-maximal effect; series mostly up to about 57 µM; % is scaled to controls: 0 for no effect and ±100 for the full control effect; nearly all actives have a fitted effect of over 65% in size
Target sequence (P53350 whole entry, looked up, the tested form may be a part): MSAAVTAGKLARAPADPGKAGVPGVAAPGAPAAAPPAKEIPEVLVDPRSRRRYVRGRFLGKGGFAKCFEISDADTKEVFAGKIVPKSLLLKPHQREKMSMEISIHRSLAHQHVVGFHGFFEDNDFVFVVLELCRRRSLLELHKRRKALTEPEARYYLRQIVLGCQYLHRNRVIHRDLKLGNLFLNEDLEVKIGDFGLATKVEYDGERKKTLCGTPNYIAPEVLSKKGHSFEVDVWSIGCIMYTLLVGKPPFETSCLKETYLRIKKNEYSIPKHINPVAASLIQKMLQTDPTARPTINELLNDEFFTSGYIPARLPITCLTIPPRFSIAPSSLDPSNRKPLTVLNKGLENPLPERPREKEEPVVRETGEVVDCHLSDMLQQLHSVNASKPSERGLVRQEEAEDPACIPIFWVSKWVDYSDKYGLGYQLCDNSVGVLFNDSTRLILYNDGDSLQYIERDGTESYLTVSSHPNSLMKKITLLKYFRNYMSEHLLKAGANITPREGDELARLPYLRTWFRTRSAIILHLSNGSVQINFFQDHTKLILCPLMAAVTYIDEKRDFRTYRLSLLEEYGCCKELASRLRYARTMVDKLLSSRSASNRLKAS
GLP-1R inv ag = GLP-1 receptor (human) inverse agonism. P43220. 410,000 tested, 1.6% active. HEK293 GLP-1R CRE-luciferase, luminescence, 24 h; GLP-1R form is constitutively active. Potency, µM (titrated, usually from 38.3 µM), inactives show at the highest dose activity change, negative = inhibition, actives largely listed as inhibitors; also: potency is read from the fitted curve at half-maximal effect; % is scaled to controls: 0 for no effect and ±100 for the full control effect; nearly all actives have a fitted effect of over 55% in size
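Stable HEK293 clone (constitutively active GLP-1R + cAMP-response luciferase); 200 cells/uL plated, 12 h pre-culture, compound 24 hr, 37 deg C/5% CO2; detection reagent 12 min RT; luminescence.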
Starred values were filed as active, the others as inactive; i = inactive; ? = inconclusive; . = no result given; & = joins results of further samples; [ ] = remark or other dose. Unless noted, calls follow the shape of the dose curve; as a rule, active = well fitted curve in the direction sought with a large enough effect; inconclusive = small, poorly fitted or top-dose-only effect, or another doubt; inactive = no such curve, though single readings can be large; an effect the other way counts as inactive or inconclusive. The list is partial; the hit share may differ from the screen's.

no.	smiles	IL2 activator	GLP-1R inv ag	PTHR1 agonist	EPAC1 ag	EPAC1 antagonist	PI5P4K alpha inh	PLK1 PBD inh	HEK293 tox	GLP1R ag
1	CC1CCN(C(=O)COC(=O)c2ccc3c(c2)OCCO3)CC1	-0.5	4%	-18%	-1%	1%	2	-1%	-29%	1%
2	Cc1ccc(CNC(=O)Cc2nc3nc(C)cc(C)n3n2)cc1	-1.9	21%	i	-3%	8%	1	0%	3%	0%
3	CCC(CC)CN1CCC(CN2C(=S)NC[C@@H]2CC(C)C)CC1	-0.5	15%	-17%	-10%	-15%	-6	-10%	0%	-5%
4	CC1(C)CC(=O)C=C(c2cccnc2)C1	1.1	8%	-25%	8%	1%	-2	-14%	-12%	7%
5	CCn1nc(C)c(CNC(=O)c2cc(COc3ccc(F)cc3Cl)on2)c1C	-0.6	-12%	-36%[inhibitor]	-7%	2%	1	1%	-5%	3%
6	COc1ccc(C(=O)OCC(=O)c2ccco2)cc1[N+](=O)[O-]	0.4	41%[activator]	i	-1%	-4%	-59*	-3%	2%	9%
7	Cc1c(NC(=O)c2ccc3c4c(cccc24)CC3)c(=O)n(-c2ccccc2)n1C	-0.3	22%	-10%	2%	25%	.	?	-21%	5%
8	CCOC(=O)c1ccc(NC(=O)CC2C(=O)N(c3cccc(OC)c3)C(=O)N2CCOC)cc1 (stereo not drawn)	-0.5	17%	-5%[57.5 µM]	2%	-7%	-4	-2%	-12%	0%

(cont.)
no.	smiles	IL2 activator	GLP-1R inv ag	PTHR1 agonist	EPAC1 ag	EPAC1 antagonist	PI5P4K alpha inh	PLK1 PBD inh	HEK293 tox	GLP1R ag
9	CCn1cc(CN2CCC(C(=O)Nc3cccc(-c4cccc(F)c4)c3)CC2)cn1	-5.2	?	-15%	3%	?	-4	-6%	5%	0%
10	CCC(C)OC(=O)C1=C(C)OC23OC(N)=C(C#N)C12C(=O)c1ccccc13 (stereo not drawn)	-0.6	-6%	i	8%	-4%	-5	-8%	-6%	16%
11	O=c1cc(-c2ccccc2)[nH]n1-c1ccc([N+](=O)[O-])cc1	-2.8	?	-70%[inhibitor][57.5 µM]	7%	1%	.	21µM*	?	-23%
12	Cc1cc(NC(=O)c2ccc(Cl)cc2Cl)n(CCC#N)n1	3.2	6%	i	2%	1%	3	4%	-4%	2%
13	Cc1cccc(C(=O)OCC(=O)NCC2COc3ccccc3O2)c1 (stereo not drawn)	5.5	11%	i	4%	7%	3	5%	-6%	-2%
14	COc1cc2c(cc1OC)C(C)N(S(=O)(=O)c1ccc(Cl)nc1)CC2 (stereo not drawn)	-0.8	-11%	-48%[inhibitor]	7%	5%	5	0%	1%	-5%
15	CCN1C(=O)c2ccccc2S(=O)c2ccc(C(=O)N3CCN(c4ccccc4)CC3)cc21 (stereo not drawn)	.	2%	-1%	.	.	.	.	1%	0%
16	O=C(Cc1ccccc1)NC(Nc1cccc2ccccc12)C(Cl)(Cl)Cl (stereo not drawn)	-1.3	?	-19%	16%	0%	15	-9%	-4%	-21%

(list continues)
no.	smiles	IL2 activator	GLP-1R inv ag	PTHR1 agonist	EPAC1 ag	EPAC1 antagonist	PI5P4K alpha inh	PLK1 PBD inh	HEK293 tox	GLP1R ag
17	CCCCCCSc1cc(-c2nc3ccc(C)cn3c2NCCCC)ccc1OC	-0.9	?	-12%	-19%	-6%	3	-7%	-14%	1%
18	COc1ccc(/C=C2\SC(=S)N(CCCC(=O)NC3CCCC3)C2=O)cc1OC	?	0%	i	-5%	9%	7	-9%	-9%	1%
19	Cc1ccc(NC(=O)CN2C(=O)CCS(=O)(=O)c3ccccc32)cc1Cl	-3.3	-8%	i	-2%	-6%	4	-13%	2%	4%
20	CC(NC(=O)[C@H](C)NC(=O)[C@@H]1CSC2c3ccccc3C(=O)N21)c1ccccc1 (stereo partly drawn)	-2.7	4%	-5%	-4%	1%	-6	-17%	-9%	3%
21	CC(=O)Nc1ccc(N2C(=O)CC(Sc3nc4ccccc4s3)C2=O)cc1 (stereo not drawn)	1.9	3%	-1%	17%	-22%	3	-9%	7%	9%
22	COc1ccc(C(C)(O)c2nc(-c3ccccc3)cs2)cc1 (stereo not drawn)	0.5	?	-4%	1%	-6%	14	-5%	-22%	-6%
23	O=C(Nc1cccc(-c2csc(Nc3ccccc3)n2)c1)c1cc([N+](=O)[O-])cc(C(F)(F)F)c1	-0.7	?	-16%	-7%	-22%	3	-12%	?	-1%
24	Cc1ccc(NC(=O)CN(C)C(=O)c2ccc3[nH]c4c(c3c2)CC(C)CC4)cc1 (stereo not drawn)	-1.7	7%	i	21%	-16%	2	0%	-49%	-5%

Continued:
no.	smiles	IL2 activator	GLP-1R inv ag	PTHR1 agonist	EPAC1 ag	EPAC1 antagonist	PI5P4K alpha inh	PLK1 PBD inh	HEK293 tox	GLP1R ag
25	CCOc1ccccc1C1C(C#N)=C(N)Oc2cc(N)ccc21 (stereo not drawn)	3.8	0%	-14%	8%	-8%	.	-1%	87%[activator]	-5%
26	COc1ccc(C(CNC(=O)C(CCSC)NC(=O)c2ccccc2Cl)N2CCCC2)cc1 (stereo not drawn)	0.3	-25%	i	2%	-23%	-7	-5%	-4%	5%
27	CC1(c2ccccc2)NC(=O)N(CC(=O)N(CC(=O)Nc2ccccc2C(F)(F)F)Cc2ccco2)C1=O (stereo not drawn)	-3.5	0%	-17%	5%	11%	5	-3%	13%	-1%
28	COc1ccc(CCNC(=O)C/C(C)=N/NC(=O)c2ccc([N+](=O)[O-])cc2Cl)cc1OC	-1.5	-17%	i	-6%	-20%	0	5%	?	6%
29	O=C(Nc1ccc2c(c1)OCCO2)c1cnc2ccccn2c1=O	-0.7	-2%	-25%[57.5 µM]	1%	1%	.	-2%	12%	-6%
30	COC(=O)c1ccc(-n2nnnc2SC)cc1	2.4	4%	6%[57.5 µM]	3%	-5%	.	21µM*	12%	11%
31	CN1CCN(C(=O)c2ccc3c(c2)S(=O)(=O)c2ccccc2C3=O)CC1	-0.2	21%	-23%	-12%	0%	-2	-10%	1%	-1%
32	COc1ccc(C2=NOC(C(=O)NCC(C)C)C2)cc1 (stereo not drawn)	-0.9	6%	i	-1%	-7%	.	-7%	3%	0%

Next section.
no.	smiles	IL2 activator	GLP-1R inv ag	PTHR1 agonist	EPAC1 ag	EPAC1 antagonist	PI5P4K alpha inh	PLK1 PBD inh	HEK293 tox	GLP1R ag
33	CCCCn1c(SCC(=O)NC(=O)NCc2ccco2)nc2cc(S(N)(=O)=O)ccc21	-2.3	33%[activator]	-12%[57.5 µM]	-2%	8%	.	-9%	1%	10%
34	CCOc1ccc2nc(NC(=O)C(CCSC)NS(=O)(=O)c3cccs3)sc2c1 (stereo not drawn)	-0.8	?	-32%[inhibitor]	5%	-20%	3	-14%	3%	-10%
35	O=C(OCc1ccccc1)c1ccc(NCc2cc(O)ccc2O)cc1	-0.7	7.1µM*	-34%[inhibitor]	28%	-9%	?	-6%	5µM*	-5%
36	O=C(COc1ccccc1)NCCSc1ccccc1	-1.6	8%	i	5%	10%	.	-12%	6%	0%
37	COC(=O)c1ccc(Cn2c(C)c(C(=O)NCc3cccs3)sc2=O)o1	0.1	-13%	i	-12%	-11%	-16	-6%	-3%	-6%
38	COc1cc(NCC2COc3c(ccc(OC)c3OC)C2=O)c([N+](=O)[O-])cc1OC (stereo not drawn)	-0.3	8%	-52%[inhibitor]	0%	-7%	-13	-7%	4%	3%
39	N#Cc1ccccc1CSc1nc2ncc(Br)cc2[nH]1	-0.7&1.6	4%	-18%	-2%&-7%	-9%&-23%	-13	-11%	9%	0%&-2%
40	COCC(C)NC(C(=O)Nc1ccc(C)c(Cl)c1)c1ccccc1 (stereo not drawn)	-1.7	0%	i	1%	2%	1	5%	8%	0%

Following part.
no.	smiles	IL2 activator	GLP-1R inv ag	PTHR1 agonist	EPAC1 ag	EPAC1 antagonist	PI5P4K alpha inh	PLK1 PBD inh	HEK293 tox	GLP1R ag
41	O=C(CSc1nnc2c3ccccc3c3ccccc3c2n1)Nc1ccccc1F	-0.8	14%	i	-2%	-14%	?	4%	2%	-12%
42	Cc1cc2c(c(/C=C/C(=O)c3ccccc3)c1)OC1(C=C2)Oc2ccccc2C(=O)N1C (stereo not drawn)	1.0	?	-30%[inhibitor]	3%	-14%	4	-8%	?	17%
43	CCC1COCCS(=O)(=O)N1Cc1ccc(C)cc1 (stereo not drawn)	-2.4	0%	i	-16%	5%	-5	0%	2%	-1%
44	Cc1ccc(-n2nc(C)c3c(C)c(CCC(=O)NCc4ccccc4Cl)c(C)nc32)cc1C	.	2%	i	.	.	.	.	-1%	-1%
45	CN1CCN(c2ccc(C(CC(N)=O)NC(=O)Cc3ccc(Br)cc3)cc2[N+](=O)[O-])CC1 (stereo not drawn)	0.7	13%	i	2%	10%	-7	-5%	-1%	5%
46	C[C@@H]1CN([C@H](C)CO)C(=O)CCCn2cc(nn2)CO[C@H]1CN(C)S(=O)(=O)c1ccc(-c2ccccc2)cc1	-3.1	33%	-15%	-2%	3%	-1	-27%	-26%	7%
47	C=C1C(=O)CC2=C1[C@](Cc1ccc(F)cc1)(C(=O)OC)N(C(=O)c1ccccc1)C2	-0.8	-5%	-2%	-4%	-17%	-2	-12%	0%	-3%
48	O=C(N/N=C/c1cccnc1)c1cc(-c2ccc(Br)cc2)nc2ccccc12	-4.4	?	-19%	3%	-29%	-1	-8%	-30%	15%

(cont.)
no.	smiles	IL2 activator	GLP-1R inv ag	PTHR1 agonist	EPAC1 ag	EPAC1 antagonist	PI5P4K alpha inh	PLK1 PBD inh	HEK293 tox	GLP1R ag
49	COc1ccc(OC)c(N2C(=O)CCCC2=O)c1	0.4	9%	i	2%	4%	0	-1%	0%	-13%
50	Cc1cc(N2CCN(C(=O)OC(C)(C)C)CC2)n2ncnc2n1	-1.4	0%	-11%	1%	-19%	1	-6%	19%	2%
51	CC1=NN(Cc2ccccc2)C(=O)C1C(c1ccncc1)C(C#N)C#N (stereo not drawn)	1.3	-13%	i	1%	?	-13	?	1%	-4%
52	CCN1CCS/C1=C\C=C\C1=[N+](CC)CCS1	3.0	?	-31%	-9%	5%	1	8%	?	-6%
